WRN inhibitor – inhibitors of human WRN helicase | Q14191 | WRN helicase unwinding, fluorescent forked duplex, kinetic | Potency, µM (titrated, usually from 114 µM), without a hit: at the top dose activity change, negative = inhibition, actives largely listed as inhibitors | hit rate 0.46% among 360,000 | AID 651768; note: potency is the fitted concentration of half-maximal effect; % is set by controls: 0 for no effect and ±100 for the full control effect; nearly all actives have a fitted effect of over 55% in size
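Enzyme (20 nM final) and test compound sit together 15 min at room temperature before substrate addition. Substrate is a single-forked duplex oligonucleotide (100 nM) labelled with fluorophore and quencher, with 2 mM ATP; helicase unwinding raises red fluorescence, read kinetically.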
PI5P4Ka inh – blocks human PI5P4K alpha kinase activity; PI5P4Kalpha enzyme, ADP-Glo luminescence, 60 min; hits give low values; max response, %; hit rate 1.2% among 330,000; active = max response of -50% or lower; inconclusive = between -30% and -50%; inactive = -30% or higher; note: value at the top dose of about 77 µM; % is set by controls: 0 for no effect and ±100 for the full control effect
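PI5P4Kalpha ADP-Glo assay; 5 microM ATP final; 60 min RT reaction; HEPES pH 7.4/EGTA/CHAPS, 5% DMSO; controls lacking substrate or enzyme; luminescent end-point.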
Mm-Cpn inhibitor – blocks the Methanococcus maripaludis chaperonin Mm-Cpn; Potency, µM (series often up to 76.9 µM), for the others: top-dose activity, negative = inhibition, actives largely listed as inhibitors; hit rate 0.031% among 330,000; purified Mm-Cpn ATPase, ADP Transcreener TR-FRET; note: potency is the fitted concentration of half-maximal effect; % is set by controls: 0 for no effect and ±100 for the full control effect; nearly all actives have a fitted effect of over 80% in size
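Quantitative HTS used 25 nM Mm-CPN and 10 uM ATP in magnesium/KCl Tris buffer, pH 7.4, with 1 mM DTT. Hydrolysis ran 30 min at 37°C; ADP was read by HTRF.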
EPAC2 antag – EPAC2 (human) antagonism | Q8WZA2 | Potency, µM (highest dose often 114 µM), without a hit: at the highest dose activity, negative = inhibition, actives largely listed as inhibitors | hit rate 0.18% among 360,000 | AID 720708 | EPAC2 GEF exchange of Rap1B-BODIPY-GDP, fluorescence; note: potency is the fitted concentration of half-maximal effect; % is set by controls: 0 for no effect and ±100 for the full control effect; nearly all actives have a fitted effect of over 45% in size; many of its hits are not listed in these tables
EPAC1 ag – activates human EPAC1 exchange factor. hit rate 0.073% among 360,000. O95398. AID 720707. Potency, µM (top dose mostly 154 µM), for the others: at the top dose activation, hits mostly activators. EPAC1 agonist qHTS, biochemical assay; response scale: 100% = response to 6.5 mM cAMP; note: potency is the fitted concentration of half-maximal effect; nearly all actives have a fitted effect of over 60% in size
Target sequence (O95398 whole entry, looked up): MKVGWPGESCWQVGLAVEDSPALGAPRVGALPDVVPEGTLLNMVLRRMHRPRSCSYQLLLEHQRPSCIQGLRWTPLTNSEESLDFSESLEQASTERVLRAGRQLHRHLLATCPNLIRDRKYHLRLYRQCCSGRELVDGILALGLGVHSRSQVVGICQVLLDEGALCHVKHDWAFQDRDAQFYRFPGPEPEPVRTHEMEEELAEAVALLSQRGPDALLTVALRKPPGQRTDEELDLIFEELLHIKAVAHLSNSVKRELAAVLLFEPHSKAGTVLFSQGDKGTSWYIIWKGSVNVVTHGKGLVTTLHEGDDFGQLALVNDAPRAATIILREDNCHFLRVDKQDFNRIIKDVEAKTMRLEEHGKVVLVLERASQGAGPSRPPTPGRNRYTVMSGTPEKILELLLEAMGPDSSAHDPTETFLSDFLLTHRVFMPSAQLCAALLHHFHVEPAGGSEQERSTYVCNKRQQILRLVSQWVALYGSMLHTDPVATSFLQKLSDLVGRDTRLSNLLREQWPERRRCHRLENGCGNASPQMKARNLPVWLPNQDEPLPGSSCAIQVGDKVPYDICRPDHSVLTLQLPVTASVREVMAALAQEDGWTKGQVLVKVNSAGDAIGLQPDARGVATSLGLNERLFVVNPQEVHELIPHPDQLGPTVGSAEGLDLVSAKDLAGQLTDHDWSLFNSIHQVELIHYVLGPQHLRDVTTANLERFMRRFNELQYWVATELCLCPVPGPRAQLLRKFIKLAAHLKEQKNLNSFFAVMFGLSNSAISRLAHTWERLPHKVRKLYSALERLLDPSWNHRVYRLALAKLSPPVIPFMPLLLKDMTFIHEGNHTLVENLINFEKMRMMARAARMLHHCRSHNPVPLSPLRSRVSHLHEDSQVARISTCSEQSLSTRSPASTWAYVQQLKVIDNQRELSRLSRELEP
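Compounds were pinned as a concentration titration into mixtures of EPAC1 (100 nM), BODIPY-GDP-loaded Rap1B (250 nM) and GDP (50 uM). After 5 min at room temperature, fluorescence was followed for 30 min; activity was scaled to 6.5 mM cAMP.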
PLK1 PBD block – PLK1 (human) polo-box domain binding inhibition; P53350; Plk1 PBD binding of FITC phosphopeptide, fluorescence polarization; Potency, µM, inactives show max response, negative = inhibition, most hits filed as inhibitors; hit rate 2.8% among 360,000; AID 720504; note: potency is the fitted concentration of half-maximal effect; series mostly up to about 57 µM; % is set by controls: 0 for no effect and ±100 for the full control effect; nearly all actives have a fitted effect of over 65% in size
CCT modulator – changes cytosolic chaperonin activity. hit rate 0.3% among 360,000. activity change, % (concentration not given with the values), hits read low. AID 651819. purified chaperonin ATPase assay, HTRF ADP detection, 30 min; in the data active = activity change below about -30%; note: % is set by controls: 0 for no effect and ±100 for the full control effect
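TRiC at 40 or 20 nM final (batch-dependent) in 30 mM Tris pH 7.4, 100 mM KCl, 5 mM MgCl2, 1 mM DTT, with compound at single 76 uM and 10 uM ATP, 30 min at 37 deg C. ADP detected by HTRF Transcreener, 665/615 ratio.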
EPAC1 antagonist – blocks human EPAC1 exchange factor. O95398. EPAC1 GEF assay, Rap1b-BODIPY-GDP exchange fluorescence. Potency, µM (top dose mostly 115 µM), for inactives: at the highest dose activity change, negative = inhibition, most hits filed as inhibitors. hit rate 0.14% among 360,000;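 note: potency is the fitted concentration of half-maximal effect; plate controls were vehicle for no effect and positive control for full effect; nearly all actives have a fitted effect of over 50% in size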
* hit, by the source's call; [ ] = dose if it differs, or a comment. Unless noted, calls come from the whole dose curve; as a rule, active = well fitted curve in the direction sought with a large enough effect; inconclusive = small, poorly fitted or top-dose-only effect, or another doubt; inactive = no such curve, though single readings can be large; an effect the other way counts as inactive or inconclusive. Only part of the results is shown; the hit share may differ from the screen's.

Screening CC(=O)Nc1ccc(S(=O)(=O)NCC2CCC(C(=O)N3CCCCC3)CC2)cc1 (configuration not stated) returned WRN inhibitor 0%[57.1 µM], PI5P4Ka inh 14, Mm-Cpn inhibitor 0%, EPAC2 antag 15%, EPAC1 ag 9%, PLK1 PBD block 0%, CCT modulator 0.7 and EPAC1 antagonist 17%.
CCN(c1cccc(C)c1)S(=O)(=O)c1cc(CN2C(=O)c3cccnc3C2=O)ccc1OC was read as WRN inhibitor -8%, PI5P4Ka inh -1, Mm-Cpn inhibitor 1%, EPAC2 antag -3%, EPAC1 ag -1%, PLK1 PBD block -1%, CCT modulator -0.4 and EPAC1 antagonist 2%.
CCOc1ccccc1C(=O)OCC(=O)Nc1cccc(S(=O)(=O)NC2=NCCCCC2)c1 was read as WRN inhibitor -4%, PI5P4Ka inh 2, EPAC2 antag -8%, EPAC1 ag 5%, PLK1 PBD block 1%, CCT modulator -2.5 and EPAC1 antagonist -12%.
`O=C(Nc1ccc2c(c1)OCCO2)C1c2ccccc2C(=O)N2CCc3ccccc3C12` (configuration not stated) gave WRN inhibitor 1%, PI5P4Ka inh -1, Mm-Cpn inhibitor 1%, EPAC2 antag 6%, EPAC1 ag -4%, PLK1 PBD block -4%, CCT modulator -1.6 and EPAC1 antagonist 2%.
For COc1ccc(CNC(=O)c2cccc(N(C)C)c2)cc1 the results were WRN inhibitor 6%, PI5P4Ka inh 4, Mm-Cpn inhibitor -2%, EPAC2 antag -2%, EPAC1 ag 1%, PLK1 PBD block -22%, CCT modulator 3.9 and EPAC1 antagonist 15%.
For N#Cc1c(/N=C/c2ccco2)sc2c1CCC2 the results were WRN inhibitor -6%, PI5P4Ka inh -10, Mm-Cpn inhibitor 0%, EPAC2 antag 2%, EPAC1 ag 3%, PLK1 PBD block -11%, CCT modulator 0.6 and EPAC1 antagonist 7%.
Cc1noc(C)c1COc1ccc(C(=O)NCC(c2c(F)cccc2Cl)N(C)C)cc1 (configuration not stated) was read as WRN inhibitor -3%, PI5P4Ka inh -3, Mm-Cpn inhibitor -1%, EPAC2 antag 13%, EPAC1 ag -4%, PLK1 PBD block -3%, CCT modulator -2.8 and EPAC1 antagonist 2%.
Screening CCOC(=O)C1=C(COC(=O)CCS(=O)(=O)c2ccc(C)cc2)NC(=O)NC1C (configuration not stated) returned WRN inhibitor 3%, PI5P4Ka inh 8, Mm-Cpn inhibitor -1%, EPAC2 antag -5%, EPAC1 ag 1%, PLK1 PBD block -11%, CCT modulator -1.5 and EPAC1 antagonist -9%.
CCn1c(=NC(=O)CN2C(=O)CCC2=O)sc2c(OC)ccc(OC)c21 was read as WRN inhibitor 4%, PI5P4Ka inh 6, Mm-Cpn inhibitor -3%, EPAC2 antag 5%, EPAC1 ag 0%, PLK1 PBD block -19%, CCT modulator 0.0 and EPAC1 antagonist 6%.
COc1cnc(-c2ccccn2)[nH]c1=O was read as WRN inhibitor 0%, PI5P4Ka inh -2, Mm-Cpn inhibitor -5%, EPAC2 antag -1%, EPAC1 ag 6%, PLK1 PBD block -16%, CCT modulator -2.3 and EPAC1 antagonist 19%.
`O=S(=O)(c1cccc2nonc12)N1CCN(c2ccc(F)cc2)CC1` gave WRN inhibitor 4%, PI5P4Ka inh 6, Mm-Cpn inhibitor inconclusive, EPAC2 antag -5%, EPAC1 ag -8%, PLK1 PBD block 0%, CCT modulator -2.4 and EPAC1 antagonist 14%.
CN(CC(=O)Nc1ccc(F)cc1)C(=O)Cn1cnc2ccc(Cl)cc2c1=O was read as WRN inhibitor -3%, PI5P4Ka inh 0, Mm-Cpn inhibitor 1%, EPAC2 antag -12%, EPAC1 ag 7%, PLK1 PBD block -4%, CCT modulator -3.4 and EPAC1 antagonist -6%.
Cc1nn(C)c(C)c1/C=C/C(=O)O was read as WRN inhibitor 0%, PI5P4Ka inh -9, Mm-Cpn inhibitor 5%, EPAC2 antag 0%, EPAC1 ag 0%, PLK1 PBD block -4%, CCT modulator 0.8 and EPAC1 antagonist -9%.
For CCOC(=O)C1(C)CCCN1C(=O)c1ccccc1OC (configuration not stated) the results were WRN inhibitor -2%, PI5P4Ka inh -2, EPAC2 antag 0%, EPAC1 ag 1%, PLK1 PBD block 5%, CCT modulator 0.0 and EPAC1 antagonist 6%.
`CS(=O)(=O)N(CC(=O)NCc1ccco1)Cc1ccc(Cl)cc1` gave WRN inhibitor -19%, PI5P4Ka inh -2, Mm-Cpn inhibitor 1%, EPAC2 antag 0%, EPAC1 ag -4%, PLK1 PBD block inconclusive, CCT modulator -1.7 and EPAC1 antagonist -18%.
CCCc1nnc(NC(=O)CCC(=O)N2CCN(C3c4ccccc4-c4ccccc43)CC2)s1 was read as WRN inhibitor -10%, PI5P4Ka inh 1, Mm-Cpn inhibitor -1%, EPAC2 antag 2%, EPAC1 ag -1%, PLK1 PBD block 2%, CCT modulator 0.1 and EPAC1 antagonist -13%.
Cc1ccc(NC(=S)NCc2ccccc2)cc1S(=O)(=O)N1CCCCC1 was read as WRN inhibitor -3%, PI5P4Ka inh 3, Mm-Cpn inhibitor 0%, EPAC2 antag -1%, EPAC1 ag 3%, PLK1 PBD block inconclusive, CCT modulator -3.6 and EPAC1 antagonist -12%.
Screening Cc1nc(NCCc2cnc[nH]2)c2oc3ccccc3c2n1 returned WRN inhibitor -3%, Mm-Cpn inhibitor 0%, EPAC2 antag -1%, EPAC1 ag 7%, PLK1 PBD block -5%, CCT modulator -0.6 and EPAC1 antagonist 9%.
`CC(=O)Nc1ccc(OCCOc2ccc(/C=C3\C(=N)N4N=C(C)SC4=NC3=O)cc2)cc1` gave WRN inhibitor 1%, PI5P4Ka inh -10, Mm-Cpn inhibitor -1%, EPAC2 antag 2%, EPAC1 ag 6%, PLK1 PBD block inconclusive, CCT modulator -0.6 and EPAC1 antagonist 4%.
CCN(CC)S(=O)(=O)c1ccc(C)c(NC(=S)NC2CCCCC2)c1 was read as WRN inhibitor -6%, PI5P4Ka inh 6, Mm-Cpn inhibitor 0%, EPAC2 antag -24%, EPAC1 ag 3%, PLK1 PBD block -19%, CCT modulator 0.5 and EPAC1 antagonist -11%.
Screening c1ccc2sc(N3CCN(Cc4nnnn4CC4CCCO4)CC3)nc2c1 (configuration not stated) returned WRN inhibitor 2%, Mm-Cpn inhibitor -2%, EPAC2 antag 10%, EPAC1 ag 11%, PLK1 PBD block -7%, CCT modulator -1.3 and EPAC1 antagonist 9%.
COc1cc(NC(=O)Nc2ccc(C)cc2)cc([N+](=O)[O-])c1 was read as WRN inhibitor -3%, PI5P4Ka inh 7, Mm-Cpn inhibitor 4%, EPAC2 antag 10%, EPAC1 ag 1%, PLK1 PBD block -3%, CCT modulator 2.6 and EPAC1 antagonist -3%.
`COc1cccc(CN2CCC(C(=O)N3CCN(Cc4ccc5c(c4)OCO5)CC3)CC2)c1OC` gave WRN inhibitor -32%, PI5P4Ka inh 10, Mm-Cpn inhibitor -1%, EPAC2 antag -3%, EPAC1 ag 15%, PLK1 PBD block -7%, CCT modulator -0.4 and EPAC1 antagonist 0%.
For O=C(c1cn(-c2ccccc2)nc1-c1cccnc1)N1CCN(S(=O)(=O)c2ccccc2F)CC1 the results were WRN inhibitor 6%, PI5P4Ka inh -2, Mm-Cpn inhibitor 1%, EPAC2 antag 3%, EPAC1 ag 0%, PLK1 PBD block -2%, CCT modulator 1.6 and EPAC1 antagonist 9%.
`COc1cccc(CC(O)CC2c3c(cc4c(c3OC)OCO4)CCN2C)c1` (configuration not stated) gave WRN inhibitor 1%, PI5P4Ka inh 0, EPAC2 antag 5%, EPAC1 ag 8%, PLK1 PBD block -4%, CCT modulator -1.8 and EPAC1 antagonist -3%.
`CC(C)Cc1nnc(NC(=O)CN2C(=O)NC3(CCCC3)C2=O)s1` gave WRN inhibitor 4%, PI5P4Ka inh -18, Mm-Cpn inhibitor 1%, EPAC2 antag 10%, EPAC1 ag -7%, PLK1 PBD block -4%, CCT modulator -1.3 and EPAC1 antagonist 4%.
For Cc1c(Nc2ncnc3nc[nH]c23)c(=O)n(-c2ccccc2)n1C the results were WRN inhibitor -6%, PI5P4Ka inh 0, Mm-Cpn inhibitor -1%, EPAC2 antag 22%, EPAC1 ag 3%, PLK1 PBD block -1%, CCT modulator -0.2 and EPAC1 antagonist -8%.
Screening O=C(N/N=C/c1ccccc1)c1ccc(OCc2ccccc2)cc1 returned WRN inhibitor -1%, PI5P4Ka inh 0, Mm-Cpn inhibitor -2%, EPAC2 antag -20%, EPAC1 ag 0%, PLK1 PBD block -7%, CCT modulator -1.2 and EPAC1 antagonist -13%.
For CCNc1nn2ccccc2c1/C=C(\C#N)C(=O)OCC the results were WRN inhibitor -9%, PI5P4Ka inh 5, Mm-Cpn inhibitor -1%, EPAC2 antag -1%, EPAC1 ag 1%, PLK1 PBD block -14%, CCT modulator 1.2 and EPAC1 antagonist -4%.
For O=C(Nc1ccc(-c2nnco2)cc1)c1ccccc1 the results were WRN inhibitor -16%, PI5P4Ka inh -1, Mm-Cpn inhibitor -1%, EPAC2 antag 0%, EPAC1 ag 2%, PLK1 PBD block -1%, CCT modulator -2.0 and EPAC1 antagonist -1%.
`Cc1csc2c(N3CCN(C(=O)Nc4ccccc4)CC3)ncnc12` gave WRN inhibitor inconclusive, PI5P4Ka inh 0, Mm-Cpn inhibitor -1%, EPAC2 antag -1%, EPAC1 ag 1%, PLK1 PBD block -10%, CCT modulator -3.2 and EPAC1 antagonist -15%.
Screening CC1CCCC(NC(=O)CCCCCn2c(=S)[nH]c3ccsc3c2=O)C1C (configuration not stated) returned WRN inhibitor 5%, PI5P4Ka inh -21, EPAC2 antag -7%, EPAC1 ag 8%, PLK1 PBD block -14%, CCT modulator -0.6 and EPAC1 antagonist -4%.
For COc1ccccc1CN(C)C(=O)CNC(=O)c1cccc(Cl)c1 the results were WRN inhibitor 14%, PI5P4Ka inh 3, Mm-Cpn inhibitor 2%, EPAC2 antag 4%, EPAC1 ag -2%, PLK1 PBD block -9%, CCT modulator 0.3 and EPAC1 antagonist 7%.

Fetched by compound from the entries so far:
`COc1cccc(CC(O)CC2c3c(cc4c(c3OC)OCO4)CCN2C)c1` (configuration not stated) gave WRN inhibitor 1%, PI5P4Ka inh 0, EPAC2 antag 5%, EPAC1 ag 8%, PLK1 PBD block -4%, CCT modulator -1.8 and EPAC1 antagonist -3%.
For O=C(Nc1ccc(-c2nnco2)cc1)c1ccccc1 the results were WRN inhibitor -16%, PI5P4Ka inh -1, Mm-Cpn inhibitor -1%, EPAC2 antag 0%, EPAC1 ag 2%, PLK1 PBD block -1%, CCT modulator -2.0 and EPAC1 antagonist -1%.
